# Source: PubChem (National Center for Advancing Translational Sciences (NCATS))
# CHX counter = counter-screen for Shiga toxin inhibitors: cycloheximide protein synthesis inhibition; cell reporter, cycloheximide protein synthesis inhibition counterscreen; max response, %; hit rate 12% among 300,000; in the data active = max response mostly above about 13%, no sharp cut-off; inactive = mostly below about 14%; note: read at 38.3 µM for the half of the compounds with a filed dose; 0% is about no effect
# Pf growth 96h = P. falciparum growth inhibition at 96 hours. P. falciparum luciferase reporter growth, 96 h. Potency, µM (titrated, usually from 28.7 µM), inactives show at the highest dose activity change, negative = inhibition, actives largely listed as inhibitors. hit rate 6.9% among 320,000. AID 504834; note: potency is the fitted concentration of half-maximal effect; % is set by controls: 0 for no effect and ±100 for the full control effect
#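 Infected RBCs, 2% Hct / 0.05% parasitemia final; luciferase-reporter P. falciparum; cpd 96 h, 37 C, 5% CO2; luciferase detection reagent; luminescence.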
# HCV inhibitor = blocks hepatitis C virus | Huh7.5.1 HCVcc-Cre infection, luciferase reporter, 44 h | Potency, µM (highest dose often 41.8 µM), inactives show at the highest dose activity change, negative = inhibition, usual class: inhibitors | hit rate 3.4% among 340,000 | AID 651820; note: potency is the fitted concentration of half-maximal effect; % is set by controls: 0 for no effect and ±100 for the full control effect
#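 After 44 h co-culture of compound, cells and HCVcc-Cre (~0.5 moi), substrate is added for 15 min at room temperature and luciferase measured over 15 sec. Cells were seeded at 1,000/well and pre-cultured 4 h.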
# FBPA Giardia inh = inhibitors of Giardia lamblia fructose-1,6-bisphosphate aldolase; A8B2U2; purified Giardia FBPA; Potency, µM (series often up to 59.6 µM), for the others: top-dose activity, negative = inhibition, most hits filed as inhibitors; hit rate 0.71% among 290,000; AID 2451; note: potency is the fitted concentration of half-maximal effect; % is set by controls: 0 for no effect and ±100 for the full control effect; nearly all actives have a fitted effect of over 55% in size
# Target sequence (A8B2U2 whole entry, looked up): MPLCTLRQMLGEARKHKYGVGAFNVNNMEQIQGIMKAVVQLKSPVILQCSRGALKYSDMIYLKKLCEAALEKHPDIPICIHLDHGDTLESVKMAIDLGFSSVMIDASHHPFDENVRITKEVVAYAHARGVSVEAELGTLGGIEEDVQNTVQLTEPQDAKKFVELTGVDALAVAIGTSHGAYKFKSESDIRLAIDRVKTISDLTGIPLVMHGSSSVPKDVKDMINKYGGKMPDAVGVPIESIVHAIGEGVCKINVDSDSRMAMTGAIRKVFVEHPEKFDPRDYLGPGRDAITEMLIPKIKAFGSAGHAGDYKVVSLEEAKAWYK
#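 Giardia FBPA (40 nM reagent) was preincubated 10 min at RT with compound (up to 57.5 uM final), then substrate plus GAPDH/TPI/NAD/arsenate coupling system with diaphorase/resazurin was added; resorufin fluorescence (525/598 nm) was read after 20 min.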
# Shiga inhibitor = blocks Shiga toxin action in Vero cells | Vero cells, Shiga toxin protein synthesis inhibition reporter | inhibition, % at 38.7 µM | hit rate 9.2% among 290,000; in the data active = inhibition mostly above about 28%, no sharp cut-off; inactive = mostly below about 43%; note: 0% is about no effect
# Pf growth 48h = P. falciparum growth inhibition at 48 hours (one generation); P. falciparum luciferase growth in erythrocytes, 48 h; Potency, µM (titrated, usually from 28.7 µM), for the others: at the highest dose activity change, negative = inhibition, usual class: inhibitors; hit rate 5.9% among 310,000; AID 504832; note: potency is the fitted concentration of half-maximal effect; % is set by controls: 0 for no effect and ±100 for the full control effect
#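 Erythrocytes infected with P. falciparum carrying an integrated firefly luciferase reporter (2% hematocrit, 0.1% parasitemia final) were exposed to compounds in RPMI 1640 with 0.5% Albumax at 37 C, 5% CO2. Growth inhibition was scored as reduced luminescence.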
# The depositor's hits bear a star; u = inconclusive; x = not tested or not shown; [ ] = remark or other dose. Unless noted, calls come from the whole dose curve; as a rule, active = well fitted curve in the direction sought with a large enough effect; inconclusive = small, poorly fitted or top-dose-only effect, or another doubt; inactive = no such curve, though single readings can be large; an effect the other way counts as inactive or inconclusive. The order is random; 24% or so of the library scored in one or more.
# Start of the data: the first 2 entries (preview)
# Every second line gives: Shiga inhibitor	FBPA Giardia inh	Pf growth 48h	CHX counter	HCV inhibitor	Pf growth 96h
> COc1ccc(NC(=S)NN2CCN(C)CC2)cc1OC
    -6	-9%	24%	-2	11%	2.3µM*
> C=CCOc1c(OC)cc(/C=N/Nc2cccc(C(=O)O)c2)c(Br)c1Br
    187*	3%	50%[activator]	50*	36%[activator]	43%[activator]

# The listing, from the first entry:
# Every second line gives: Shiga inhibitor	FBPA Giardia inh	Pf growth 48h	CHX counter	HCV inhibitor	Pf growth 96h
> COc1ccc(NC(=S)NN2CCN(C)CC2)cc1OC
    -6	-9%	24%	-2	11%	2.3µM*
> C=CCOc1c(OC)cc(/C=N/Nc2cccc(C(=O)O)c2)c(Br)c1Br
    187*	3%	50%[activator]	50*	36%[activator]	43%[activator]
> CCN(CC)CCn1c2c(c(SCC(=O)Nc3ccc4c(c3)OCO4)nc1=O)CCC2
    x	x	u	x	16%	u
> O=C(NC1CCCCC1)c1cc(-n2cnnc2)ccc1Cl
    14	x	10%	-1	7%	18%
> Cc1c(Br)c([N+](=O)[O-])nn1CC(=O)Nc1ccc(C(C)C)cc1
    -4	-5%	u	14	u	0%
> CN(C)c1nc(N)nc(CSc2ccccn2)n1
    25	0%	40%[activator]	22*	11%	x
> CSCC[C@H](NC(=O)CN)C(=O)N[C@@H](CC(=O)O)C(=O)N[C@@H](CO)C(=O)N[C@@H](CC(C)C)C(=O)N[C@@H](C)C(=O)N[C@@H](Cc1ccccc1)C(=O)N[C@@H](CO)C(=O)NCC(=O)NCC(=O)N[C@@H](CC(C)C)C(N)=O
    -4	5%	x	6	x	x
> Cc1ccc(NS(=O)(=O)c2ccc(Cl)s2)cc1S(=O)(=O)N(C)C
    -50	0%	8%	8	10%	0%
> CS(=O)(=O)Oc1ccc(/C=N/NC(=O)c2ccncc2)cc1
    28	1%	0%	-1	15%	0%
> O=C(COc1cccc2c1CCNC2=O)Nc1ccc(Cl)cc1
    x	x	-15%	x	-17%	u
> Cn1c2ccccc2c2n[nH]c(=O)nc21
    1	0%	8%	-2	3%	u
> COc1ccc(-c2cc(C)no2)cc1S(=O)(=O)NCCc1ccco1
    3	x	u	-1	-10%	u
> CCCCN(C)CCNC(=O)C(=O)c1c(C)[nH]c2ccccc12
    -4	4%	u	6	3%	u
> CC1(c2cc(F)ccc2F)NC(=O)N(CC(=O)Nc2cccc(S(=O)(=O)N3CCCC3)c2)C1=O (stereo unspecified)
    x	x	12µM*	x	2%	u
> COc1cccc(C2=CC(c3cccs3)n3nnnc3N2)c1 (stereo unspecified)
    48*	-10%	x	41*	-6%	1%
> O=C(c1ccccc1)N1CCCCC(S(=O)(=O)c2ccc3ccccc3c2)C1=O (stereo unspecified)
    21	-3%	3%	-2	8%	-12%[5.75 µM]
> COC(=O)C12CCC(C)(c3nc4ccccc4nc31)C2(C)C (stereo unspecified)
    8	-2%	-8%	-2	10%	2%
> CCCNC(=S)N1CCC(n2cnc3ccccc32)CC1
    -3	6%	-11%	3	-5%	-1%
> O=c1c2ccccc2ncn1C1CCCCC1
    25	11%	7%	-2	7%	28%
> CCOc1ccc(S(=O)(=O)Nc2ncn[nH]2)cc1
    -15	u	44%[activator]	-4	11%	7%
> O=C(c1ccco1)N(Cc1cccs1)C1CCS(=O)(=O)C1 (stereo unspecified)
    -5	6%	13%	-4	-2%	x
> Cc1cc(NC(=O)c2ccc(Cn3nc(C)c(Br)c3C)o2)no1
    4	2%	u	-2	-13%	21%
> CC(=O)c1sc(NC(=O)C2(F)C(F)(F)C(F)(F)C(F)(F)C(F)(F)C2(F)F)nc1C
    25	-8%	8.3µM*	13	10µM*	-20%
> Cc1ccc(-n2ncc(C(=O)N3CCN(C(=O)c4ccco4)CC3)c2-n2cccc2)cc1
    -4	x	u	-2	-15%	u
> CC(C)(C)C(=O)Nc1nnc(CC(=O)NCc2ccccc2)s1
    -18	3%	-14%	-4	15%	0%
> O=C1CCC(=O)N1OCCCOc1ccc2c(c1)CCC2
    0	-2%	-8%	10*	1%	x
> O=C1NCCN1CCNS(=O)(=O)c1ccccc1[N+](=O)[O-]
    -6	10%	40%[activator]	-2	4%	u
> CCOC(=O)c1c(C)[nH]c(C(=O)CSc2nnc(-c3cccs3)n2Cc2ccccc2)c1C
    -11	-7%	u	2	u	u
> COc1cccc(NC(=O)C(C)C)c1
    x	x	11%	x	7%	58%[activator]
> Cc1ccc(S(=O)(=O)NNC(=O)C(O)(c2ccccc2)c2ccccc2)cc1
    -16	2%	11%	0	34%[activator]	2.1µM*

# Not a retest: an excerpt of the list.
# Every second line gives: Shiga inhibitor	FBPA Giardia inh	Pf growth 48h	CHX counter	HCV inhibitor	Pf growth 96h
> COc1ccc(NC(=S)NN2CCN(C)CC2)cc1OC
    -6	-9%	24%	-2	11%	2.3µM*
> C=CCOc1c(OC)cc(/C=N/Nc2cccc(C(=O)O)c2)c(Br)c1Br
    187*	3%	50%[activator]	50*	36%[activator]	43%[activator]
> CCN(CC)CCn1c2c(c(SCC(=O)Nc3ccc4c(c3)OCO4)nc1=O)CCC2
    x	x	u	x	16%	u
> O=C(NC1CCCCC1)c1cc(-n2cnnc2)ccc1Cl
    14	x	10%	-1	7%	18%
> Cc1c(Br)c([N+](=O)[O-])nn1CC(=O)Nc1ccc(C(C)C)cc1
    -4	-5%	u	14	u	0%
> CN(C)c1nc(N)nc(CSc2ccccn2)n1
    25	0%	40%[activator]	22*	11%	x
> CSCC[C@H](NC(=O)CN)C(=O)N[C@@H](CC(=O)O)C(=O)N[C@@H](CO)C(=O)N[C@@H](CC(C)C)C(=O)N[C@@H](C)C(=O)N[C@@H](Cc1ccccc1)C(=O)N[C@@H](CO)C(=O)NCC(=O)NCC(=O)N[C@@H](CC(C)C)C(N)=O
    -4	5%	x	6	x	x
> Cc1ccc(NS(=O)(=O)c2ccc(Cl)s2)cc1S(=O)(=O)N(C)C
    -50	0%	8%	8	10%	0%
> CS(=O)(=O)Oc1ccc(/C=N/NC(=O)c2ccncc2)cc1
    28	1%	0%	-1	15%	0%
> O=C(COc1cccc2c1CCNC2=O)Nc1ccc(Cl)cc1
    x	x	-15%	x	-17%	u
> Cn1c2ccccc2c2n[nH]c(=O)nc21
    1	0%	8%	-2	3%	u
> COc1ccc(-c2cc(C)no2)cc1S(=O)(=O)NCCc1ccco1
    3	x	u	-1	-10%	u
> CCCCN(C)CCNC(=O)C(=O)c1c(C)[nH]c2ccccc12
    -4	4%	u	6	3%	u
> CC1(c2cc(F)ccc2F)NC(=O)N(CC(=O)Nc2cccc(S(=O)(=O)N3CCCC3)c2)C1=O (stereo unspecified)
    x	x	12µM*	x	2%	u
> COc1cccc(C2=CC(c3cccs3)n3nnnc3N2)c1 (stereo unspecified)
    48*	-10%	x	41*	-6%	1%
> O=C(c1ccccc1)N1CCCCC(S(=O)(=O)c2ccc3ccccc3c2)C1=O (stereo unspecified)
    21	-3%	3%	-2	8%	-12%[5.75 µM]
> COC(=O)C12CCC(C)(c3nc4ccccc4nc31)C2(C)C (stereo unspecified)
    8	-2%	-8%	-2	10%	2%
> CCCNC(=S)N1CCC(n2cnc3ccccc32)CC1
    -3	6%	-11%	3	-5%	-1%
> O=c1c2ccccc2ncn1C1CCCCC1
    25	11%	7%	-2	7%	28%

# Next part
# Every second line gives: Shiga inhibitor	FBPA Giardia inh	Pf growth 48h	CHX counter	HCV inhibitor	Pf growth 96h
> Cc1c(C#N)c2ncn(CC#N)c(=O)c2n1-c1ccccc1
    -13	-1%	11%	1	11%	4%
> CNC(=S)N1CCN(c2ccc(OC)cc2)CC1
    15	0%	11%	0	4%	26%
> CCOC(=O)C1CCN(C(=O)CN(c2cccc(C(F)(F)F)c2)S(C)(=O)=O)CC1
    14	5%	7%	1	-10%	x
> CC(c1ccccc1)N1CC(C(=O)N2CCN(c3ccccc3)CC2)CC1=O (stereo unspecified)
    -45	1%	x	-3	-6%	34%[activator]
> CS(=O)(=O)c1nc(S(=O)(=O)c2ccc(Cl)cc2)c(NCCCN2CCCC2=O)s1
    24	x	-9%	-1	5%	-5%
> Cc1[nH][nH]c(=O)c1C(c1cc(Br)ccc1O)c1c(C)[nH][nH]c1=O
    3	-7%	u	-4	10%	2%
